Screening results (PubChem)
ssDAF-12 act: activators of S. stercoralis DAF-12 nuclear receptor | HEK293 ssDAF-12/GRIP1 lit1-tk-luc reporter, luminescence; % of 3 µM dafachronic acid response | activation, % at 6.8 µM | actives 1% (n = 370,000);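 active = activation above the mean over all tested compounds plus 3 SD, cut at about 0.9% in these data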;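 note: 0% = DMSO-only wells and 100% = 3 µM delta7-dafachronic acid wells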
DAX1 inh-1: inhibitors of human orphan nuclear receptor DAX1 (NR0B1). P51843. HEK293 Gal4-DAX1 luciferase reporter, luminescence. inhibition, % at 6.75 µM. actives 0.99% (n = 340,000). AID 504766;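 active = inhibition above the mean over all tested compounds plus 3 SD, cut at about 4.2% in these data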;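 note: 0% = DAX1-transfected cells with DMSO and 100% = empty-vector control cells with DMSO; inhibition shows as a rise in luminescence from relieved DAX1 repression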
GAA850 FXN act: frataxin GAA850 promoter activation; HEK293 lucGAA850 FXN promoter luciferase reporter, 24 h; percent of 10 µM SAHA response; activation, % at 6 µM; actives 0.56% (n = 360,000);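 active = activation above the average of all compounds screened plus 3 SD, cutoff fixed separately per campaign, cut at about 7.5% in these data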;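 note: 0% = DMSO wells and 100% = 10 µM SAHA wells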
hgDAF-12 ag: agonists of H. glycines DAF-12 nuclear receptor. activation, % at 6.8 µM. HEK293 GAL4-hgDAF12 UAS-luciferase reporter, agonist luminescence; normalized to butyrate control. AID 687014. actives 1.8% (n = 370,000);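 active = activation above a cutoff set at the mean of all screened compounds plus 3 SD, cut at about 10% in these data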;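 note: 0% = DMSO wells and 100% = sodium butyrate wells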
ADAM10 inh: inhibitors of human ADAM10 | O14672 | AID 720582 | recombinant ADAM10, EDANS/DABCYL FRET peptide cleavage, 3 h | actives 0.62% (n = 370,000) | inhibition, % at 7 µM;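 active = inhibition above a per-campaign cutoff equal to the mean of compounds falling between control-based bounds plus 3 SD, cut at about 20% in these data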;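 note: 0% = DMSO wells while the 100% control is not disclosed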
Target sequence (O14672 214-748 limits assumed): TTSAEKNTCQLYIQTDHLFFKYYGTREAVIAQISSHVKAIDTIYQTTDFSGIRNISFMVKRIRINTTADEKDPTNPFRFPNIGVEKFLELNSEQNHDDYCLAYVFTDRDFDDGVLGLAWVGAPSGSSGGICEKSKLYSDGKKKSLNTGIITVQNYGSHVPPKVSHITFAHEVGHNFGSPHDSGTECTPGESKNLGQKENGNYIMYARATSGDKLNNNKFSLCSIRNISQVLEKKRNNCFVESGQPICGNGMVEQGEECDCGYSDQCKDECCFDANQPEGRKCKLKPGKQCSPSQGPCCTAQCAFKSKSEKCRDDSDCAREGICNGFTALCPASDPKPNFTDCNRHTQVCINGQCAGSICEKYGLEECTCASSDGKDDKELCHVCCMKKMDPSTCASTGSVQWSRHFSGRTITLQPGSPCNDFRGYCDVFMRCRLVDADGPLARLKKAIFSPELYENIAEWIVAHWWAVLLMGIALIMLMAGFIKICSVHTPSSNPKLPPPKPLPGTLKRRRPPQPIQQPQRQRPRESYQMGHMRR
SMARCA2 activ: activators of SMARCA2 function; actives 1% (n = 370,000); AID 652017; MG213 cells, MMTV-luciferase reporter, dexamethasone, overnight; activation, % at 9.1 µM; in the data active = activation above about 7.8%;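 note: 0% = vehicle wells and 100% = reference activator wells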
hcDAF12 agonist: H. contortus DAF-12 activation, primary screen; HEK293 hcDAF-12 lit1-tk-luc reporter, luminescence; 0% DMSO, 100% Δ7-dafachronic acid; activation, % at 6.8 µM; actives 1.4% (n = 370,000); AID 652067;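 active = activation above the mean of all tested compounds plus 3 SD, cut at about 5.5% in these data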;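 note: 100% = response to 3 µM Δ7-dafachronic acid high control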
DAX1 inh-2: DAX1 (NR0B1) inhibition, primary screen; HEK293T StAR-luciferase reporter, SF-1/DAX-1 repression relief; inhibition, % at 6.8 µM; actives 1.1% (n = 370,000); AID 652010;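 active = inhibition above the mean over all tested compounds plus 3 SD, cut at about 3.6% in these data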;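 note: 0% = DAX-1 cells with DMSO and 100% = cells lacking DAX-1 with DMSO; higher inhibition means more luminescence from relief of DAX-1 repression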
ADAM17 inh: ADAM17 inhibition, QFRET primary screen. actives 0.83% (n = 370,000). recombinant ADAM17, EDANS/DABCYL FRET peptide cleavage. inhibition, % at 6.95 µM;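 active = inhibition above the mean of compounds lying between control limits plus 3 SD, set per campaign, cut at about 8.5% in these data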;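 note: 0% = DMSO-only wells as the low control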
Target sequence (P78536 215-824 limits assumed): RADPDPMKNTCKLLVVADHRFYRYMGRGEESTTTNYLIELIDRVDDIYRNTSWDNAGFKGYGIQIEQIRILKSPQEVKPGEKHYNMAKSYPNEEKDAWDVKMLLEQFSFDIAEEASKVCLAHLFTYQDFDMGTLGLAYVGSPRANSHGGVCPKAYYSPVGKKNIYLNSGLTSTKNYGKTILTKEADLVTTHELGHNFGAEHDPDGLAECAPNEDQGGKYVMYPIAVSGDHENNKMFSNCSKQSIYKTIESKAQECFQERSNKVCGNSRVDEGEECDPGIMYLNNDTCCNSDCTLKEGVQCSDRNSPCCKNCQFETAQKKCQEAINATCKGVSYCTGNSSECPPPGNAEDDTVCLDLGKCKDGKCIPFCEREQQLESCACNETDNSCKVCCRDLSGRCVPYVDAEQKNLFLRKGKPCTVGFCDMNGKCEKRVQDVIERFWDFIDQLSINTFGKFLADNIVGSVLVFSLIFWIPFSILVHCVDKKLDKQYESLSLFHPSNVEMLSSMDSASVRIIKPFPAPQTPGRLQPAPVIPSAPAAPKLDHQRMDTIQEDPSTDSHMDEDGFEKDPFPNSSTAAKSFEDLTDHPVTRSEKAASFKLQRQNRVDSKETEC
PG9 Ab binder: PG9 antibody binding by small molecule; TR-FRET gp120-PG9 antibody binding; inhibition, % at 6.7 µM; actives 0.43% (n = 360,000); in the data active = inhibition above about 8.5%
NPR1 activator: GC-A (human) enzyme activation; activation, % at 10 µM; P16066; actives 0.14% (n = 370,000); HEK293 GC-A cells, cGMP TR-FRET, EC30 ANP; 0% at EC30 ANP, 100% saturating ANP; in the data active = activation above about 40%
An asterisk follows results filed as active; i = inactive; x = no result given.

SMILES | ssDAF-12 act | DAX1 inh-1 | GAA850 FXN act | hgDAF-12 ag | ADAM10 inh | SMARCA2 activ | hcDAF12 agonist | DAX1 inh-2 | ADAM17 inh | PG9 Ab binder | NPR1 activator
O=C(O)c1ccccc1NCc1ccco1 | -0.1 | 0.0 | 0.7 | 2.5 | -107 | -2 | -0.1 | -0.1 | -50 | 1.6 | 6
COc1ccc(CN2CCN(C(=O)c3ccco3)CC2)cc1OCc1ccccc1 | -1.0 | -1.7 | 2.2 | -1.8 | 11 | -1 | -2.5 | -0.3 | -3 | -0.7 | -4
O=C1COc2ccccc2C(c2nnnn2-c2ccc3ccccc3c2)N1C1CC1 (centres undefined) | -0.2 | x | x | 0.9 | 4 | -1 | -1.6 | -0.9 | -1 | x | -2
Clc1ccc(Nc2ccc(-n3ccnc3)nn2)cc1Cl | -0.8 | 1.1 | 1.3 | 0.0 | 7 | 1 | -1.7 | -0.6 | 1 | -0.1 | -24
Cc1cccc(N(C(=O)c2csnn2)C(C(=O)NC2CCCCC2)c2ccncc2)c1 (centres undefined) | -1.0 | 0.9 | 2.3 | -1.0 | 3 | -2 | -2.1 | -0.5 | -2 | -0.8 | 4
CCN(CC)CC(O)CN1c2ccccc2Sc2ccccc21 (centres undefined) | -0.8 | 0.9 | 0.2 | 1.0 | -7 | -1 | -1.0 | -0.5 | -5 | -5.0 | -55
CSc1ncccc1C(=O)OCC(=O)NCCC1=CCCCC1 | -1.0 | -1.1 | -1.7 | 3.8 | -6 | -1 | -0.2 | 0.1 | -2 | 0.8 | -4
COc1ccc(CNC(=O)COC(=O)CCCOc2ccc(Cl)cc2Cl)cc1OC | -1.7 | 0.1 | 1.0 | -6.8 | 3 | -6 | -2.1 | -0.6 | 2 | -0.2 | 13
CCCCN(C)CCCNC(=O)c1ccc2c(c1)N(CC)C(=O)c1ccccc1S2=O (centres undefined) | -0.8 | -0.1 | 1.4 | 0.5 | 1 | 0 | 0.4 | 0.4 | -2 | -1.3 | 1
COc1ccccc1NC(=O)/C=C/c1cc([N+](=O)[O-])ccc1OC(F)F | -1.3 | 1.3 | 2.3 | -2.5 | -1 | 1 | 2.8 | -0.3 | -3 | -3.0 | -13
CCOc1cc(C)nc(NCc2ccccc2)n1 | -1.5 | 1.5 | 1.1 | 2.1 | 0 | 1 | -2.9 | 0.6 | 0 | 3.0 | -5
COc1cccc(-n2nc(C(=O)NCC3CCCO3)c3ccccc3c2=O)c1 (centres undefined) | -0.6 | 0.2 | -1.7 | -0.2 | 4 | -4 | -1.2 | -0.7 | -2 | 0.9 | 6
O=C(COC(=O)Cc1c(F)cccc1Cl)NCc1ccc2c(c1)OCO2 | -1.0 | -0.2 | 0.3 | 0.2 | -7 | -1 | 0.7 | -1.1 | 2 | -0.5 | -1
Cc1nc2ccc(S(=O)(=O)NC(C(=O)NCc3ccc4c(c3)OCO4)C(C)C)cc2s1 (centres undefined) | -0.4 | 1.5 | -1.0 | 3.8 | 5 | -1 | -1.9 | 0.5 | 1 | -1.1 | -2
COCCNC(=O)c1onc(CSc2ccc(Cl)cc2)c1C(=O)O | -1.6 | -0.9 | 1.2 | 1.7 | -1 | 1 | -0.8 | 0.3 | -1 | 1.3 | 7
O=C(Nc1ccc(S(=O)(=O)Nc2cnc3ccccc3n2)cc1)c1ccc(Cl)cc1Cl | -1.0 | x | 2.1 | -5.3 | -49 | -1 | -1.7 | -0.5 | -23 | 2.1 | -2
CN1c2ccccc2N(C)C1c1c(O)ccc2ccccc12 | -1.3 | 0.4 | -1.6 | -4.7 | -30 | -3 | 1.4 | -1.6 | -10 | 0.1 | 1
Cc1cccc(C)c1Nc1nnc(SCc2cn3cccc(C)c3n2)s1 | -0.8 | -0.3 | 0.4 | -3.2 | 0 | -5 | -1.7 | -0.4 | -1 | -1.0 | -9
CCC[C@H]1[C@@H](OC(=O)N2CCN(c3ccccc3)CC2)CC[C@@]23CCCN2C(=O)CCC[C@@H]13 | -1.8 | x | x | 1.6 | -1 | x | -2.6 | x | -1 | x | -4
CCCC1(C(=O)OC)NC(c2cccc(F)c2)C2C(=O)N(CC)C(=O)C21 (centres undefined) | -0.9 | -0.1 | -0.3 | 1.8 | -8 | -4 | -0.1 | 0.2 | 3 | 1.4 | 3
NC(N)=Nc1nc(C2COc3ccccc3O2)cs1 (centres undefined) | 0.3 | 0.2 | 6.1 | 14* | 12 | 6 | 5.5 | 1.9 | 1 | -0.7 | 0
COCCn1c(SCC(=O)Nc2ccc(NC(=O)c3ccco3)c(OC)c2)nc2ccccc2c1=O | -1.9 | -0.3 | -3.4 | -3.0 | -1 | -4 | -3.7 | -0.2 | -4 | 2.1 | 2
CCC(C)n1c(=O)c(C(=O)Nc2ccccc2S(N)(=O)=O)c(O)c2ccccc21 (centres undefined) | -0.7 | 0.3 | 0.9 | 1.1 | 2 | -3 | -0.6 | -0.1 | -7 | 14* | 3
Cc1ccc2[nH]c(=O)c(N3CCOCC3)c(-c3ccccc3)c2c1 | -0.3 | -1.1 | -0.5 | -0.6 | -9 | 2 | -1.3 | -0.2 | -8 | 0.4 | -4
COc1ccc(C(=O)N=c2sc3c(C)ccc(OC)c3n2C)cc1OC | -1.4 | -0.8 | 6.4 | 6.3 | -13 | 6 | 0.0 | 0.9 | -10 | -0.3 | -2
Cn1nc(C(C)(C)C)c([N+](=O)[O-])c1C(=O)Nc1ccc(Br)cc1 | -2.2 | -0.1 | 0.6 | -1.9 | 3 | -3 | -2.3 | -0.1 | 4 | -1.1 | 5
CCc1nc2ccccc2n1CC(O)COc1ccc(NC(C)=O)cc1 (centres undefined) | -0.9 | 1.7 | -0.1 | -0.4 | 12 | 4 | 0.1 | -0.8 | 2 | -1.4 | 0
O=C(C/C=N/OCc1ccc(Cl)cc1)c1cnc(-c2ccccc2)s1 | -1.5 | 0.3 | -1.2 | 2.3 | 0 | 2 | 0.3 | -0.4 | -2 | -3.2 | 2
CC(C)(C)OC(=O)N1CCC(C(=O)N[C@@H](Cc2ccccc2)C(=O)O)(c2ccccc2)CC1 | -1.5 | -1.8 | 0.8 | 0.5 | 4 | 5 | -1.3 | 0.1 | -5 | 1.2 | 1
O=C(O)c1ccc(Oc2cccc([N+](=O)[O-])c2)cc1C(=O)O | -0.7 | 1.1 | -0.3 | 0.1 | 5 | -3 | -0.7 | 0.1 | 4 | -3.1 | 8
Cc1ccc(N(C(=O)CNC(=O)c2ccco2)C(C(=O)NC2CCCC2)c2cccnc2)cc1C (centres undefined) | -0.9 | 4.3* | -1.0 | -1.1 | -6 | 3 | -0.6 | -0.5 | 1 | -0.4 | 0
CC(=O)Nc1cc(-c2cccc(NS(C)(=O)=O)c2)cn2c(-c3cccc(C(C)=O)c3)cnc12 | -1.5 | x | -0.5 | -3.4 | -11 | 4 | -0.6 | -2.5 | -3 | -0.6 | 5
CN1CCN(C(=O)CSc2cc(=O)n(C)c3ccccc23)CC1 | -0.9 | 0.2 | -0.1 | 2.1 | -8 | 3 | -0.8 | -0.5 | -4 | -2.4 | 2
CC(/C=C/c1ccco1)=N/NC(=O)CNc1ccccc1C | -1.6 | 0.6 | 4.2 | -1.6 | 5 | -2 | -0.4 | -0.7 | 5 | -3.6 | 2
CCCOc1ccc(-c2c(=O)n(OCc3ccc([N+](=O)[O-])cc3)c3ccccc3[n+]2[O-])cc1 | -0.5 | -0.2 | 3.3 | 6.7 | -3 | 4 | 2.1 | 1.2 | -5 | -1.7 | -1
CC(CN1CCOCC1)OC(=O)c1cccc(Br)c1 (centres undefined) | -1.2 | -0.3 | -2.4 | 0.3 | 6 | 1 | 0.5 | 0.1 | 5 | -3.1 | -5
COC(=O)C1=CN(CC2CCCO2)C=C(C(=O)OC)C1c1cc(OC)c(OC)c(OC)c1 (centres undefined) | -1.9 | -0.9 | 0.1 | 0.0 | i | 1 | -1.6 | -0.3 | -383 | 1.9 | -8
CCCCCCCCNS(=O)(=O)/C=C/c1ccccc1CNC(=O)OC(C)(C)C | -0.8 | x | x | 6.9 | 21* | -5 | -2.6 | -0.4 | 11* | x | -2
O=S(=O)(NCCC1=CCCCC1)c1cccc(Br)c1 | -1.1 | -0.1 | -0.6 | -1.4 | 12 | 0 | -0.9 | 0.1 | 4 | 2.5 | 1
OCC1OC(Oc2c[nH]c3ccccc23)C(O)C(O)C1O (centres undefined) | -0.3 | -0.5 | -1.2 | -1.7 | -75 | -5 | 4.2 | -1.9 | -25 | -2.9 | -2
Cc1cc(C(=O)CSc2nc3ccccc3[nH]2)c(C)n1CC1CCCO1 (centres undefined) | -3.6 | -5.5 | -14 | -15 | -8 | -9 | -5.2 | -4.9 | 2 | -2.3 | -2
CCCCc1cc2c(c(NC(=O)CC)n1)c(=O)oc1ccccc12 | 0.2 | 0.2 | 2.6 | 1.1 | -141 | 0 | 1.2 | 0.3 | -53 | -1.9 | 4
O=C(Nc1ccn(Cc2ccc(Cl)cc2)n1)c1ccccc1 | -1.4 | 1.2 | 5.1 | 9.9 | 7 | 4 | 2.7 | 1.3 | -4 | -0.5 | -1
O=Cc1cccn1-c1sc2c(c1C(=O)O)CCCC2 | -1.0 | 0.4 | 2.6 | 2.9 | 3 | -1 | 0.1 | 1.8 | 0 | -1.8 | 3
CC(C)(C)c1nnc(NC(=O)c2cccs2)s1 | -0.2 | 0.3 | 3.6 | 9.8 | 3 | 8 | 1.6 | 2.8 | 0 | -4.3 | 1

Looked up by structure from the entries so far:
SMILES | ssDAF-12 act | DAX1 inh-1 | GAA850 FXN act | hgDAF-12 ag | ADAM10 inh | SMARCA2 activ | hcDAF12 agonist | DAX1 inh-2 | ADAM17 inh | PG9 Ab binder | NPR1 activator
CCCCc1cc2c(c(NC(=O)CC)n1)c(=O)oc1ccccc12 | 0.2 | 0.2 | 2.6 | 1.1 | -141 | 0 | 1.2 | 0.3 | -53 | -1.9 | 4
CN1CCN(C(=O)CSc2cc(=O)n(C)c3ccccc23)CC1 | -0.9 | 0.2 | -0.1 | 2.1 | -8 | 3 | -0.8 | -0.5 | -4 | -2.4 | 2

Additional structures
SMILES | ssDAF-12 act | DAX1 inh-1 | GAA850 FXN act | hgDAF-12 ag | ADAM10 inh | SMARCA2 activ | hcDAF12 agonist | DAX1 inh-2 | ADAM17 inh | PG9 Ab binder | NPR1 activator
O=C(CCNc1cccc(F)c1)c1cc2ccccc2o1 | -2.0 | -0.2 | 3.2 | 7.2 | -2 | -1 | 0.2 | -0.3 | -2 | -1.0 | 2
Cc1cccc(CC2CC(=O)N(c3ccccc3)C2=O)c1 (centres undefined) | -1.1 | 0.9 | -0.3 | -0.1 | 8 | 2 | -1.0 | -0.6 | -2 | -1.8 | 2
CN(C)S(=O)(=O)N1CCC(c2ccc(F)cc2)C(COc2ccc3c(c2)OCO3)C1 (centres undefined) | -1.5 | -0.4 | -1.5 | 0.9 | 5 | 2 | -2.1 | -1.3 | 3 | -1.1 | -6
O=C(CSC(=S)N1CCCC1)N1CCN(S(=O)(=O)c2cccc(F)c2)CC1 | -0.8 | 0.0 | -0.8 | 1.1 | -3 | -2 | -1.9 | -0.7 | -2 | 0.5 | 3
Cc1cccc(C)c1NC(=O)CN(C)C(=O)c1ccccc1SCC(=O)N1CCCC1 | -0.8 | 1.1 | -0.6 | 1.3 | -4 | -4 | -0.3 | 0.6 | -2 | 1.5 | -2
COc1cccc(-c2cc(=O)c3cc(NC(=O)c4ccccc4)ccc3[nH]2)c1 | -1.1 | 0.6 | 1.1 | 1.7 | -6 | 0 | -0.2 | -0.9 | -1 | -14 | 2
